SIRT5 inh = sirtuin-5 (human) deacylase inhibition; Purified SirT5, succinyl-peptide AMC, trypsin-coupled fluorescence; 330,000 tested, 1.1% active; inhibition, % at 15 µM; AID 652115; in the data active means inhibition above about 15%; inconclusive means no clear call, values can overlap the other calls
Target sequence (Q9NXA8 whole entry, looked up): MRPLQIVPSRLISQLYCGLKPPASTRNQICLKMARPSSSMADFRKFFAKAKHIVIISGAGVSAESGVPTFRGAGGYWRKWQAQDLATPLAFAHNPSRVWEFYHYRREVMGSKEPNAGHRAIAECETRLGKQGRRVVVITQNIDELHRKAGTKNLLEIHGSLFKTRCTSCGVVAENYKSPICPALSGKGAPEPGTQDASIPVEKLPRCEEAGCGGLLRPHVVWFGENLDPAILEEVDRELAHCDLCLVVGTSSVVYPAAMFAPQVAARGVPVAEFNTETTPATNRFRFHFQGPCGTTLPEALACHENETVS
CASP6 VEID inh = inhibitors of human caspase-6 | AID 686996 | purified caspase-6, Z-VEID-R110 cleavage fluorescence | 350,000 tested, 0.53% active | inhibition, % at 12.5 µM | P55212;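 active means mean inhibition across replicates at least about 35%, with every replicate also reaching that limit, limit read from the data; inconclusive means only one of the two criteria met; inactive means neither criterion met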;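 further: 0% = median of neutral control wells and 100% = no fluorescence left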
Target sequence (P55212 24-179 limits assumed): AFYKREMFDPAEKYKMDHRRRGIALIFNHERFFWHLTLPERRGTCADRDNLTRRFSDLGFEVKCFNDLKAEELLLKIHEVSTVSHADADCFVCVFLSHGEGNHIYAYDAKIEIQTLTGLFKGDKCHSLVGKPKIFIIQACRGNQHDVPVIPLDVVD
Target sequence (P55212 194-293 limits assumed): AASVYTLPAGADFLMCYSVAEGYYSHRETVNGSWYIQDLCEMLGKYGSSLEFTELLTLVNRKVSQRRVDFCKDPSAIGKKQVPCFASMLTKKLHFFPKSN
miR-122 sensor = blocks miR-122 activity in Huh7 sensor cells; Huh7 miR-122 Renilla luciferase sensor, 48 h; neutral wells = 0, positive control = 100; activation (reporter increase), % at 12.5 µM; 340,000 tested, 0.3% active; AID 602342;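 active means mean replicate activation score at least 90 and every replicate individually at or above 90; inconclusive means only one of the two criteria met; inactive means neither criterion met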;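 further: higher luciferase means less miR-122 activity so hits act as miR-122 inhibitors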
F508del corr = CFTR F508del correction in bronchial cells | CFBE cells, YFP halide quenching; stimulated with forskolin plus potentiator P3; % fluorescence drop versus neutral controls | activity (quench increase), % at 7.58 µM | 350,000 tested, 0.36% active;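 active means mean added fluorescence quench of at least 8% versus neutral control, with both replicates also reaching 8%; inconclusive means only one of the mean or replicate conditions met; inactive means mean below 8% and not both replicates reaching 8%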;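 further: cells transiently co-express mutant CFTR-F508del with the halide-sensitive YFP; corrector assay measuring rescue of mutant channel to the surface after 24 h compound exposure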
ERAP1 inh = inhibitors of human ERAP1 aminopeptidase | recombinant ERAP1, Leu-AMC fluorescence, 60 min | Q9NZ08 | inhibition, % at 10.7 µM | 340,000 tested, 0.15% active;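 active means mean replicate inhibition of at least 30%, or all replicates individually reaching that 30% level; inactive means mean below 30% and not every replicate reaching it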;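 further: 0% = neutral control wells and 100% = L-leucinethiol positive control wells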
DENV2 CPE = protects cells from dengue virus 2 cytopathic effect | DENV2-infected cells, cytopathic effect rescue, plate reader | CPE inhibition, % at 9.99 µM | 350,000 tested, 1.7% active; in the data active means CPE inhibition above about 20%, passing the limit was not always enough; inconclusive means no clear call, values can overlap the other calls; tested in BHK-21 cells;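 further: 0% = median of neutral control wells and 100% = median of positive control wells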
ERp5 block = inhibitors of human ERp5 | 350,000 tested, 0.05% active | inhibition, % at 9.99 µM | ERp5 insulin aggregation, absorbance 650 nm, 90 min | AID 651711 | Q15084;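 active means mean replicate inhibition above about 25%, with every replicate also reaching it, limit read from the data, passing the limit was not always enough; inconclusive means only one of those two criteria met; inactive means neither criterion met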
Target sequence (Q15084 whole entry, looked up): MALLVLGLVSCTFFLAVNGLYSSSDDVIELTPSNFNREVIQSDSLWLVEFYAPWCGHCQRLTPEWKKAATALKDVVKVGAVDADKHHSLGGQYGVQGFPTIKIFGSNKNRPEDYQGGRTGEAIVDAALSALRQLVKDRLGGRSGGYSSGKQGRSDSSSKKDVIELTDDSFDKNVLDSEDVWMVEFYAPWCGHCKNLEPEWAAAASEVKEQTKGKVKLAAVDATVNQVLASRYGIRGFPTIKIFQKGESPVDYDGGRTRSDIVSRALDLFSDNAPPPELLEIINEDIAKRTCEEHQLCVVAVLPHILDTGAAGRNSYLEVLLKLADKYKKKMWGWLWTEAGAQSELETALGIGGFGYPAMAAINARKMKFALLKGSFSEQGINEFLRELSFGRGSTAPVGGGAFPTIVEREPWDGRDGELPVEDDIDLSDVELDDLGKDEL
Starred values were filed as active, the others as inactive; u = inconclusive; x = no result given; & = joins results of further samples; [ ] = another dose, or the depositor's remark.

SMILES | SIRT5 inh | CASP6 VEID inh | miR-122 sensor | F508del corr | ERAP1 inh | DENV2 CPE | ERp5 block
C=CCOc1cccc(/C=C\c2nc(O)c([N+](=O)[O-])c(=O)[nH]2)c1 | 4 | 11 | 1 | 1.4 | 6 | 0 | -1
Cc1ccc([C@@H]2[C@@H]3C(=O)N(C)C(=O)[C@@H]3[C@]3(C)C(=O)N(Cc4ccccn4)CC(=O)N23)o1 | -4 | 4 | 1 | -0.2 | -8 | -8 | 8
CC(OC(=O)C1=COCCO1)C(=O)NC1CCCCC1 (stereo not given) | x | -1 | -2 | -1.2 | -1 | 7 | 5
O=C(C[C@H]1CC[C@@H](NC(=O)Nc2cc(F)ccc2F)[C@@H](CO)O1)NCCCN1CCOCC1 | 4 | 24 | x | 4.3 | 2 | u | 2
Cc1ccc(S(=O)(=O)N[C@@H]2CC[C@H](CCn3cc(C4CC4)nn3)O[C@@H]2CO)cc1 | -1 | 2 | x | 0.3 | 0 | -1 | 4
O=S(=O)(Nc1ccccc1F)c1cccc(NC(=S)NCCN2CCOCC2)c1 | -7 | -2 | x | -0.9 | -1 | -3 | 5
COc1cccc2[nH]c(=O)c(-c3ccccc3)cc12 | -13 | 0 | 3 | -2.5 | 0 | 3 | 3
Cc1ccc(-n2nnnc2SCC(=O)NNC(=O)c2ccco2)c(C)c1 | -5 | 2 | -1 | 1.8 | 1 | 4 | 4
NC1=NC(=O)/C(=C\c2cccnc2)S1 | 2 | 0 | x | -0.2 | 5 | -1 | -1
COc1cc2nc(NC(=O)c3ccc(Cl)cc3)sc(=O)c2cc1OC | -3 | 0 | -5 | 2.5 | 0 | 1 | 5
O=C(CCOc1ccccc1)Nc1ccnn1C1CCN(Cc2ccccc2)CC1 | 1 | -4 | x | -0.8 | -2 | -5 | -3
NC(=O)C1CCN(C(=O)CSc2nc3ccccc3[nH]2)CC1 | -2 | 2 | -5 | x | 1 | x | 0
CC1=C2C3OC(=O)C(C)C3CCC2(C)C=CC1=NO (stereo not given) | x | 3 | 3 | 0.1 | 5 | 8 | 5
CC=Cc1ccc2n(c1=O)C[C@H]1[C@H](CO)[C@@H](C(=O)NC3CCC3)N(C(=O)C3CC3)[C@@H]21 (mixture of isomers) | -3 | 1 | x | 2.3 | -1 | 12 | 7
COc1ccccc1CNC(=O)C/C(C)=N/NC(=O)Cc1ccc(OC)c(OC)c1 | 1 | 2 | x | x | 5 | -7 | -1
COc1cc(NC2c3ccccc3C(=O)N2Cc2ccc3c(c2)OCO3)cc(OC)c1OC (stereo not given) | 4 | -2 | 16 | -0.7 | 5 | 1 | 3
O=C(Oc1ccc(C(=S)N2CCOCC2)cc1)c1cccc(Cl)c1 | 2 | -1 | -1 | -2.0 | -2 | -3 | 0
CN(C)C(=O)c1ccc(-c2ccc([C@@H]3[C@H]4CN(C(=O)C5CCC5)CCCCN4[C@H]3CO)cc2)cc1 | 1 | 0 | -28[16.7 µM] | -2.7 | -3 | 1 | 5
COc1ccccc1NC(=O)N(C)C[C@H]1Oc2ncc(Br)cc2C(=O)N([C@H](C)CO)C[C@H]1C | -6&-6 | -2&-2 | -1 | -0.7&0.2 | 0&0 | u | -3&6
CN(CC(=O)N1CCCCCC1)S(=O)(=O)c1ccc(Br)cc1 | -5 | 0 | -6 | 0.1 | 0 | 6 | 3
COCCNC(=O)C[C@@H]1CC[C@H](NS(=O)(=O)c2ccc(C)cc2)[C@H](CO)O1 | -3 | 1 | x | 2.7 | -2 | 3 | 5
COc1ccc(C(=O)NCC(=O)OCc2ccc(F)cc2)cc1 | 14 | 0 | x | -1.4 | -1 | 2 | 1
CC(=O)c1cccc(NC(=O)COC(=O)c2ccccc2C)c1 | 1 | -2 | -1 | -0.3 | -2 | 13 | 4
CN1/C(=C/c2cccc[n+]2C)Sc2ccccc21 | -6 | -7 | x | 1.1 | 15 | 3 | 3
COCCNC(=O)C[C@@H]1C[C@@H]2c3cc(NC(=O)COC)ccc3O[C@@H]2[C@H](CO)O1 | -7 | -2 | -2[16.7 µM] | 1.9 | 1 | -3 | 7

Given in CSV form: entries from further up
SMILES,SIRT5 inh,CASP6 VEID inh,miR-122 sensor,F508del corr,ERAP1 inh,DENV2 CPE,ERp5 block
CC(OC(=O)C1=COCCO1)C(=O)NC1CCCCC1 (stereo not given),x,-1,-2,-1.2,-1,7,5
O=C(C[C@H]1CC[C@@H](NC(=O)Nc2cc(F)ccc2F)[C@@H](CO)O1)NCCCN1CCOCC1,4,24,x,4.3,2,u,2
Cc1ccc(S(=O)(=O)N[C@@H]2CC[C@H](CCn3cc(C4CC4)nn3)O[C@@H]2CO)cc1,-1,2,x,0.3,0,-1,4
O=S(=O)(Nc1ccccc1F)c1cccc(NC(=S)NCCN2CCOCC2)c1,-7,-2,x,-0.9,-1,-3,5
COc1cccc2[nH]c(=O)c(-c3ccccc3)cc12,-13,0,3,-2.5,0,3,3
Cc1ccc(-n2nnnc2SCC(=O)NNC(=O)c2ccco2)c(C)c1,-5,2,-1,1.8,1,4,4
NC1=NC(=O)/C(=C\c2cccnc2)S1,2,0,x,-0.2,5,-1,-1
COc1cc2nc(NC(=O)c3ccc(Cl)cc3)sc(=O)c2cc1OC,-3,0,-5,2.5,0,1,5
O=C(CCOc1ccccc1)Nc1ccnn1C1CCN(Cc2ccccc2)CC1,1,-4,x,-0.8,-2,-5,-3
NC(=O)C1CCN(C(=O)CSc2nc3ccccc3[nH]2)CC1,-2,2,-5,x,1,x,0
CC1=C2C3OC(=O)C(C)C3CCC2(C)C=CC1=NO (stereo not given),x,3,3,0.1,5,8,5
CC=Cc1ccc2n(c1=O)C[C@H]1[C@H](CO)[C@@H](C(=O)NC3CCC3)N(C(=O)C3CC3)[C@@H]21 (mixture of isomers),-3,1,x,2.3,-1,12,7
COc1ccccc1CNC(=O)C/C(C)=N/NC(=O)Cc1ccc(OC)c(OC)c1,1,2,x,x,5,-7,-1

Further compounds.
SMILES | SIRT5 inh | CASP6 VEID inh | miR-122 sensor | F508del corr | ERAP1 inh | DENV2 CPE | ERp5 block
Cc1csc(CNc2ncnc3ccc(-c4ccoc4)cc23)c1 | x | 1 | x | -2.5 | -3 | 7 | 0
CC(C)(Oc1ccc(Cl)cc1)C(=O)NCC(c1ccco1)N1CCCCC1 (stereo not given) | -1 | -35 | 2 | 2.2 | 6 | -3 | 2
COc1cccc(-c2cnc3c(c2)C(=O)N([C@@H](C)CO)C[C@@H](C)[C@H](CN(C)Cc2ccccc2)O3)c1 | 3 | 2 | -2[16.7 µM] | 0.7 | -1 | 25 | -1
CCCNC(=O)Nc1ccc2c(c1)C(=O)N(C)C[C@H](OC)[C@H](C)CN(CCC)[C@H](C)CO2 | -1 | -3 | x | -1.6 | 1 | -2 | 3
CC(=O)Nc1cnc(-c2cccc(C(=O)N3CCOCC3)c2)cn1 | x | 1 | -3 | -3.1 | 1 | u | -1
CC(=O)Nc1ccccc1C(=O)N1CCN(c2cccc(C)c2C)CC1 | 2 | 1 | x | 0.5 | -2 | 8 | 7
CC(=O)Nc1cccc(NC(=O)c2ccc(S(=O)(=O)NCc3ccco3)cc2)c1 | x | 1 | 2 | -4.3 | -3 | -1 | -3
O=C(Nc1ccccc1F)N1CCCCN2[C@H](CO)[C@@H](c3ccc(/C=C/c4ccccc4)cc3)[C@@H]2C1 | 9 | -2 | 3[16.7 µM] | 1.4 | -1 | -23 | 3
CCN(CC)S(=O)(=O)c1ccc(C(=O)NCc2n[nH]c(=S)n2Cc2ccccc2)cc1 | -2 | 2 | -1 | -0.6 | 1 | -1 | 0
CCC(C)NC(=O)C(Cc1ccccc1)NS(=O)(=O)c1ccc2c(c1)oc(=O)n2C (stereo not given) | -7 | -1 | -4 | 0.2 | 3 | -3 | 4
CN(C(=O)c1ccc(Cl)cc1)c1ccc(OCC(=O)Nc2cc(C(=O)O)ccc2Cl)cc1 | 1 | 36* | x | 3.0 | -8 | -2 | 1
C/C(=N\NC(=O)c1ccco1)c1cc(Cl)sc1Cl | 0 | -1 | -1 | -0.5 | -3 | -4 | -17
CC(=O)N(C)c1ccc(NC(=S)Nc2ccc(C(C)C)cc2)cc1 | -4 | -1 | 5 | -2.5 | 7 | x | -7
COCC(=O)Nc1ccc2c(c1)OC[C@H](C)N(C(=O)NC(C)C)C[C@@H](C)[C@@H](OC)CN(C)C2=O | 5 | -2 | x | 1.3 | 2 | 3 | 5
CCC(CO)Oc1cc(NC(=O)Cc2ccccc2F)c2ncn(C(C)C)c2c1 (stereo not given) | -3 | 0 | x | 3.5 | 3 | 4 | 0
CCOc1ccc(NC(=S)N(CCOC)C(C)c2ccco2)cc1 (stereo not given) | -5 | -2 | 7 | -0.1 | -3 | 3 | -3
C[C@@H]1CN([C@@H](C)CO)C(=O)c2cc(NS(C)(=O)=O)ccc2O[C@@H](C)CCCCO[C@H]1CN(C)CC1CC1 | -2 | 7 | 4[16.7 µM] | -0.5 | -1 | 0 | 6
O=C1CCCN1CCCNc1ncnc2sccc12 | -2 | 1 | x | -1.7 | -1 | 5 | 11
CN(CC(=O)O)c1ccc(S(=O)(=O)N2CCOCC2)cc1[N+](=O)[O-] | 15 | 0 | x | -2.2 | -2 | 1 | 0
Cc1c2cnn(CC(=O)NCc3ccccn3)c(=O)c2c(C)n1Cc1ccccc1 | -1 | 0 | 10 | 1.2 | 2 | 3 | -3
Cc1nn(CC(=O)NCCCN2CCC(N3CCCCC3)CC2)c(=O)c2cc(-c3ccccc3)nn12 | -3 | -135 | -9 | 0.6 | 1 | 16 | -2
Cc1c(Cl)cccc1NC(=O)c1cccc(OC(F)F)c1 | -7 | -2 | x | -0.7 | -2 | -2 | 7
Cn1c(=O)[nH]c(=O)c2c1nc(N1CCOCC1)n2CCSc1nnnn1-c1ccccc1 | 2 | -1 | x | 2.4 | 0 | -1 | 1
CC(/C=N/N1CCN(Cc2ccccc2)CC1)=C\c1ccccc1 | 0 | 2 | -3 | 0.0 | 1 | -1 | 0
Cc1ccccc1N1Cc2ccccc2C1=O | -1 | 1 | 0 | -0.4 | 2 | 37* | 1
Other records.
SMILES | SIRT5 inh | CASP6 VEID inh | miR-122 sensor | F508del corr | ERAP1 inh | DENV2 CPE | ERp5 block
CN(C)CC(=O)Nc1ccc2c(c1)[C@@H]1C[C@@H](CC(=O)NCCc3ccccc3)O[C@@H](CO)[C@@H]1O2 | -2 | 3 | 2[16.7 µM] | 2.1 | -1 | -1 | 0
Cc1cccc(C)c1NC(=O)C(c1ccncc1)n1c(=O)c(-c2ccco2)nc2ccccc21 (stereo not given) | -1 | 10 | x | 5.3 | -16 | -3 | 5
Cn1c2ccccc2c2cc(/C=N/NC(=O)c3cc(O)ccc3O)ccc21 | -5 | 48* | -3 | -2.1 | -2 | u | 4
CNC[C@H]1Oc2ccc(NC(=O)Nc3ccc(F)cc3)cc2C(=O)N([C@H](C)CO)C[C@@H]1C | -1 | 1 | 1[16.7 µM] | 2.0 | 2 | u | 3
Cc1ccc(CNC(=O)CN2CCCC(C)C2)cc1 (stereo not given) | 1 | -2 | 10 | x | 1 | x | -1
CC(C)NC(=O)NCC[C@H]1CC[C@H](NC(=O)CCN2CCCCC2)[C@@H](CO)O1 | 4 | -148 | x | -1.7 | 1 | 2 | 0
CC[C@@]1(C(=O)OC)N[C@H](CN(C)C(=O)Nc2ccc(C(F)(F)F)cc2)[C@@H]2C(=O)N(C)C(=O)[C@@H]21 | -1 | 4 | x | -2.6 | 2 | -3 | 2
COc1cccc(/C=C2/NC(=O)NC2=O)c1OCC(=O)Nc1ccccc1 | -3 | -7 | -6 | 0.8 | -1 | 8 | -4
O=C(Nc1ccccc1N1CCN(C(=O)c2ccccc2)CC1)c1ccco1 | -5 | 1 | -4 | 2.2 | 3 | 0 | -2

From PubChem BioAssay
